Screening data: PubChem, National Center for Advancing Translational Sciences (NCATS)
TRHR enhancer = qHTS for Small Molecule Agonists and Allosteric Enhancers of Human TRH Receptor: Primary Screen for Enhancers. Thyrotropin-releasing hormone receptor (Homo sapiens), P34981. TRHR cells, fluo-8 calcium fluorescence, EC20 TRH enhancement. enhancement, % at 2 µM. hit rate 0.66% among 360,000. AID 493056, 2011; in the data active means enhancement above about 30%; further: 0% is about no effect
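TRHR-expressing cells loaded with fluo-8 calcium dye were read kinetically (ex 480/em 530) during compound addition, then stimulated with an EC20 of TRH (10 nM final). Enhancement of the Gq-mediated intracellular calcium response was scored.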
USP1 inh = Inhibitors of USP1/UAF1: Primary Screen; Ubiquitin carboxyl-terminal hydrolase 1 (Homo sapiens), O94782; hit rate 0.23% among 390,000; recombinant USP1/UAF1, Ub-Rhodamine cleavage fluorescence; Potency, µM (doses to about 57.1 µM), for inactives: at the highest dose activity change, negative = inhibition, actives largely listed as inhibitors; further: potency means the concentration at half of the fitted maximal effect; on the % scale 0 is the no-effect control and ±100 the full control effect; nearly all actives have a fitted effect of over 60% in size; inactives centre near -12
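In this screen, compounds sit with the deubiquitinase complex (1nM) for 15 min at room temperature before Ub-Rho is added at 150nM final. Fluorescence rise is then followed for 6 reads every 60 seconds.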
PI4K2A block = qHTS for small molecular inhibitors of PI4K2A; purified PI4K2A, ADP-Glo luminescence, 1 h; hits give low values; Phosphatidylinositol 4-kinase type 2-alpha (Homo sapiens), Q9BTU6; activity change, negative = inhibition, % at 76.9 µM; hit rate 0.13% among 420,000; in the data active means activity change below about -50%; inconclusive means mostly about -30% to -49%;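 further: -100% = wells without enzyme as full effect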
Target sequence (Q9BTU6 whole entry, looked up): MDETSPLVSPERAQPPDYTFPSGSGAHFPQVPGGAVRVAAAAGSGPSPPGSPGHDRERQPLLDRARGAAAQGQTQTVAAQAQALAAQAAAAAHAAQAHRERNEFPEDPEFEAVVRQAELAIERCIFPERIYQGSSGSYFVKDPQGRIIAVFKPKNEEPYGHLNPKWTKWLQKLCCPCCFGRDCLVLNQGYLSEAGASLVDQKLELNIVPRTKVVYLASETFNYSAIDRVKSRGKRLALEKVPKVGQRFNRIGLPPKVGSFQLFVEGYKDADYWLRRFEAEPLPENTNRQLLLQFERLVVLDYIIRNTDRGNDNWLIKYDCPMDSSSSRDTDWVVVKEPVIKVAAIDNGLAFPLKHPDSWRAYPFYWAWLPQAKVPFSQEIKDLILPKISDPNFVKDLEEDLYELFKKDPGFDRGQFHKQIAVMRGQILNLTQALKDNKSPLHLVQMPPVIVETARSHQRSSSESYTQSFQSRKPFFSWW
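In this quantitative HTS, ADP production by PI4K2A was quantified luminescently after 1 h at ambient temperature; 100 microM adenosine served as plate-quality control.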
TRHR agonist = qHTS for Small Molecule Agonists and Allosteric Enhancers of Human TRH Receptor: Primary Screen for Agonists | Thyrotropin-releasing hormone receptor (Homo sapiens), P34981 | TRHR cells, calcium flux fluo-8, FDSS agonist mode | activation, % at 2 µM | hit rate 0.18% among 360,000; in the data active means activation above about 30%; further: 0% is about no effect
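Steps: seed TRHR cells overnight; add fluo-8 no-wash Ca dye, RT 30 min–1.5 h; record 10 s baseline; pin-transfer compounds; monitor fluorescence 1 cycle/s for the agonist window. Calcium increases flag candidate agonists.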
D2 ag = HTS Assay for Allosteric Agonists of the Human D2 Dopamine Receptor: Primary Screen for Agonists | HEK293 T-REx D2 cells, calcium flux agonist mode | activation, % at 2 µM | hit rate 0.53% among 340,000;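 active means activation over 3 SD above normal in the single-dose calcium agonist read, cut at about 30% in these data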; further: 0% is about no effect
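Agonism scored from kinetic calcium signal (1 read/sec, 180 s) following compound pin transfer, after a 10 s baseline. Cells: HEK293 Trex line expressing inducible D2 receptor coupled to calcium, dye-loaded after overnight culture at 30 C.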
rTrxR1 inhibitor = qHTS Assay for Inhibitors of Mammalian Selenoprotein Thioredoxin Reductase 1 (TrxR1): qHTS. AID 588453, 2011. Potency, µM (top dose mostly 114 µM), for inactives: at the highest dose activity change, negative = inhibition, usual class: inhibitors. recombinant rTrxR1, NADPH fluorescence consumption, selenite substrate. hit rate 1% among 390,000; further: potency means the concentration at half of the fitted maximal effect; on the % scale 0 is the no-effect control and ±100 the full control effect; nearly all actives have a fitted effect of over 65% in size
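Rat TrxR1 (90 nM in the dispensed reagent) was pre-reduced with 400 uM NADPH for 5 min at room temperature, then incubated with compound for 15 min. After 400 uM selenite was added, NADPH fluorescence (Ex 340/Em 450 nm) was followed for 8 min.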
mIDH1 inhibitor = qHTS for Inhibitors of mutant isocitrate dehydrogenase 1 (IDH1): qHTS | Potency, µM (series often up to 76.6 µM), for inactives: at the top dose activity change, negative = inhibition, hits mostly inhibitors | Isocitrate dehydrogenase [NADP] cytoplasmic (Homo sapiens), O75874 | hit rate 0.093% among 390,000 | IDH1-R132H enzyme, NADPH consumption, diaphorase/resazurin fluorescence | AID 602179, 2012; further: potency means the concentration at half of the fitted maximal effect; on the % scale 0 is the no-effect control and ±100 the full control effect; nearly all actives have a fitted effect of over 65% in size
Target sequence (O75874 whole entry R132H, stated change not applied): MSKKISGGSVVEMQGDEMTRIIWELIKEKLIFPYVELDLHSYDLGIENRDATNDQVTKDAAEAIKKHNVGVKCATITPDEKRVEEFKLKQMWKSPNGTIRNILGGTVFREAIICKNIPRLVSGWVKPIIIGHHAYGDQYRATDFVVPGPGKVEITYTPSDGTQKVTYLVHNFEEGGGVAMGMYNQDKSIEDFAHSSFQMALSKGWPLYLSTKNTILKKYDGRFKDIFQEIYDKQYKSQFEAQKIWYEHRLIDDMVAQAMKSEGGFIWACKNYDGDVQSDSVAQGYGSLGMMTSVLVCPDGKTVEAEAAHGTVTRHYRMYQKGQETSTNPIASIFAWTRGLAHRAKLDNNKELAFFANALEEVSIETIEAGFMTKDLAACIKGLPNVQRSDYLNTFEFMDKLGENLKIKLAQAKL
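IDH1-R132H (0.5 ug/mL dispensed) in pH 7.5 Tris buffer was preincubated 30 min with compound, then given a substrate mix of 0.016 mM NADPH and 2 mM alpha-KG for 80 min at room temperature; remaining NADPH was read by diaphorase/resazurin fluorescence.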
D2 antag = HTS Assay for Allosteric Antagonists of the Human D2 Dopamine Receptor: Primary Screen for Antagonists. D(2) dopamine receptor (Homo sapiens), P14416. HEK293 TREx D2 cells, calcium flux, dopamine EC80. inhibition, % at 10 µM. hit rate 2% among 340,000; in the data active means inhibition above about 30%; further: 0% is about no effect
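Inhibition of EC80 dopamine-driven calcium flux, recorded kinetically, defines activity here; cells are a tetracycline-induced HEK293 T-REx line expressing force-coupled D2.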
TrxR1 substrate = qHTS Assay for Substrates of Mammalian Selenoprotein Thioredoxin Reductase 1 (TrxR1): qHTS. Thioredoxin reductase 1, cytoplasmic (Rattus norvegicus), O89049. purified TrxR1 substrate turnover, NADPH consumption readout. Potency, µM (top dose mostly 114 µM), for the others: at the highest dose activity change, negative = substrate turnover. hit rate 0.01% among 390,000. AID 588456, 2011; further: potency means the concentration at half of the fitted maximal effect; on the % scale 0 is the no-effect control and ±100 the full control effect; nearly all actives have a fitted effect of over 50% in size
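Rat TrxR1, dispensed at 90 nM, was prereduced with 400 uM NADPH (final) for 5 min at ~22 deg C, then incubated with compound 15 min before 400 uM selenite. A first-read NADPH fluorescence drop versus no-compound background flagged substrates.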
* hit, by the source's call; ? = inconclusive; . = no result given; [ ] = remark or other dose. Unless noted, the call rests on the fitted dose curve; in most records, active means well fitted inhibition curve with a large enough effect; inconclusive means small, poorly fitted or top-dose-only effect; inactive means no such curve, though single readings can be large or run the other way.

SMILES | TRHR enhancer | USP1 inh | PI4K2A block | TRHR agonist | D2 ag | rTrxR1 inhibitor | mIDH1 inhibitor | D2 antag | TrxR1 substrate
O=C(NCc1ccccc1F)c1cc2ccccn2n1 | 3 | 2% | -3 | -0.3 | -0.5 | 29%[57.1 µM] | 13% | . | 10%[57.1 µM]
Cc1ccc2nc3[nH]c(=O)[nH]c(=O)c3c(N)c2c1 | . | 2% | -6 | . | . | 7%[2.29 µM] | 2% | . | 74%[57.1 µM]
Cc1cc([N+](=O)[O-])nn1CC(=O)NCc1cccs1 | -8 | -2% | 5 | 3.5 | -0.6 | 23% | 4% | 1 | 8%[57.1 µM]
COc1ccc(S(=O)(=O)NCC2CCCN(C(=O)c3sccc3C)C2)cc1 (stereo unspecified) | 12 | -5% | 0 | -1.9 | -0.1 | -3% | 3% | -15 | -2%
Oc1ccc(/C=C/c2nc(-c3ccccc3O)n(-c3ccccc3)n2)c(O)c1 | -2 | 21% | -2 | 0.8 | 0.7 | 0% | 2% | . | -6%
CC(C)(C)c1ccc(S(=O)(=O)Nc2ccc3c(c2)COC3=O)cc1 | -8 | -10% | -7 | 0.4 | -0.1 | 14% | -1% | -4 | 1%
CCOc1ccc(C(=O)Nc2nnc(C(C)C)s2)cc1OCC | 4 | -6% | -3 | -0.1 | -1.9 | 2% | 3% | -8 | 4%
Cc1ccc(C(=O)N/C(=C\c2sccc2C)C(=O)NCc2ccncc2)cc1 | -8 | -4% | -7 | -0.6 | -0.5 | 24%[57.1 µM] | 0% | -6 | -13%
CCN(CC)CCNC(=S)Nc1ccc2nc(N3CCCC3)cc(C)c2c1 | 2 | -14% | 1 | 0.6 | 0.2 | -1% | 3% | 7 | 10%
COc1ccc(CCNC(=O)CC2SC(N)=NC2=O)cc1OC (stereo unspecified) | 14 | -16% | 1 | 0.5 | 0.5 | -8% | 4% | 8 | -4%
CC(=O)NCCC1CCCCN1Cc1nc(Cc2cccc(C(F)(F)F)c2)no1 (stereo unspecified) | 0 | -22% | -3 | 0.8 | 0.3 | 18% | 7% | 11 | 6%
CC1=C(C(=O)OCCOC(C)C)C(c2cccc3ccccc23)NC(=O)N1 (stereo unspecified) | . | -1% | 3 | . | . | 2%[57.1 µM] | 6% | . | 0%[57.1 µM]
CCOCCCNC(=O)C1CC(=O)N(CCc2ccccc2)C1 (stereo unspecified) | 2 | -19% | 1 | 0.5 | 0.4 | 21% | -3% | -11 | 8%
CCCCNC(=O)CSC1=Nc2ccccc2C2=NC(CCC(=O)NCc3ccccc3OC)C(=O)N12 (stereo unspecified) | 2 | 0% | 4 | 0.1 | -5.0 | 18%[57.1 µM] | 13% | . | 4%[57.1 µM]
Cc1cc(/C=C2/SC(=S)N(c3cccc(C(F)(F)F)c3)C2=O)c(C)n1-c1cccnc1 | . | ? | 2 | . | . | -6% | -1% | . | -6%
CC[C@@H](C)[C@@H]1CN([C@@H](C)CN2CCC[C@H]2CN2C(N)=NC[C@H]2CC(C)C)C(=N)N1CCCC1CCCC1 | . | -11% | -2 | . | . | -8% | -14% | . | 4%
O=C(O)c1ccc(/C=N/NC(=O)c2ccc(NS(=O)(=O)c3cccs3)cc2)cc1 | 0 | -19% | 7 | 0.3 | 0.0 | 11%[57.1 µM] | -2% | 4 | -6%[57.1 µM]
NC(=O)c1cc2cc(Cl)ccc2oc1=O | 1 | -11% | -1 | -0.1 | 0.9 | -13% | 12% | -2 | 3%
C=CCn1cc([N+](=O)[O-])nc1C | 19 | 3% | -4 | 0.4 | 1.1 | -14% | 0% | 0 | -14%
N/C(=N\OC(=O)c1ccc(Cl)cc1)c1ccccn1 | 29 | -5% | -70* | 0.2 | 0.7 | 3% | 7% | -13 | -2%
CCN(CC(=O)Nc1ccc(NC(C)=O)cc1)C(=O)c1cc2c(s1)CCCCC2 | 7 | -19% | 0 | -0.5 | 0.2 | 16% | -12% | 6 | 5%
COc1ccc(OC)c(-c2cc(C(=O)N3CCOCC3)no2)c1 | 37* | -14% | 1 | -1.0 | . | 21% | -11% | . | 5%
O=C(CCCC(=O)OCC(Cl)=C(Cl)Cl)Nc1cccc(F)c1 | 4 | -10% | -2 | 0.5 | -0.1 | 27% | 3% | 16 | 5%
Cc1ccc(-c2cc(C(=O)NCCc3ccccn3)c3ccccc3n2)c(C)c1 | 0 | -16% | -12 | -0.6 | -0.7 | -8% | -3% | -4 | -5%
COC(=O)C1CC2(C(=O)OC)CC(C(=O)OC)(CC(C(=O)OC)C2=O)C1=O (stereo unspecified) | . | 0% | -2 | . | . | -29% | 7% | . | -8%
COc1ccc(N(CC(=O)NCCC(C)C)C(=O)c2snc(C(=O)NC3CCCCC3)c2N)c(OC)c1 | 30 | -26% | -4 | -2.0 | -3.2 | -6% | -4% | 14 | 0%
CCOc1cc(/C=N/O)cc(Cl)c1OC | -1 | -6% | -7 | -0.7 | -0.3 | -5% | 3% | 7 | 4%[57.1 µM]
Cc1nn(-c2ccccc2)c(C)c1NC(=O)COC(=O)c1cc(Cl)ccc1O | -18 | -12% | -5 | -0.3 | 0.8 | 5% | 12% | 0 | 19%
O=C(O)/C=C/c1ccc(-n2ccnc2)cc1 | 7 | -18% | -4 | 0.6 | 0.7 | 0% | 6% | 6 | 3%
CN1C(=O)/C(=C2\SC(=S)N(C(CCC(=O)O)C(=O)O)C2=O)c2ccccc21 (stereo unspecified) | 1 | -1% | -10 | 0.0 | 0.2 | -25% | -1% | 0 | -10%
COc1ccc(NC(=O)C(C)n2c(C)c3cnn(-c4ccccc4)c(=O)c3c2C)cc1Cl (stereo unspecified) | 8 | -15% | 4 | 3.3 | -0.3 | 3% | 12% | . | -1%
Cc1cc(OC(=O)c2ccc(S(=O)(=O)N(C)C)cc2)cc(=O)o1 | 2 | -13% | -4 | -0.7 | -0.2 | -16% | 0% | 6 | 5%[57.1 µM]
CCOC(=O)CCC(=O)OCC(=O)NC(C)C1CC2CCC1C2 (stereo unspecified) | -2 | -21% | -13 | -1.1 | -0.3 | 8% | 3% | -1 | 5%
C=CCN1C(=O)CS/C1=N\N=C\c1cccc([N+](=O)[O-])c1 | 1 | ? | -5 | 0.7 | 0.3 | 8%[57.1 µM] | 8% | -16 | 12%
CC1CN(C(=O)CN2C(=O)c3ccccc3C2=O)CC(C)O1 (stereo unspecified) | -2 | -3% | 8 | 0.3 | -0.1 | 27%[57.1 µM] | 4% | 7 | -10%
Cc1nc2sccn2c(=O)c1Br | 7 | -14% | 3 | -0.1 | -0.1 | -16% | 3% | -2 | -12%
CSc1nc2nc3c(cc2c(=O)n1-c1ccc(C)cc1)COC(C)(C)C3 | 3 | -6% | 3 | 0.4 | 0.6 | -22% | 0% | -2 | -16%
CCOC(=O)C1=C(COC(=O)/C=C/c2ccccc2)NC(=O)NC1C (stereo unspecified) | -4 | -9% | -3 | -0.3 | -0.2 | 17% | -2% | -22 | -1%
CCc1cccc(NC(=O)CN(C)S(=O)(=O)c2cnc[nH]2)c1 | 3 | 5% | -9 | 0.5 | 0.4 | -2% | 9% | -25 | -6%

A run of entries of the results above:
SMILES | TRHR enhancer | USP1 inh | PI4K2A block | TRHR agonist | D2 ag | rTrxR1 inhibitor | mIDH1 inhibitor | D2 antag | TrxR1 substrate
CN1C(=O)/C(=C2\SC(=S)N(C(CCC(=O)O)C(=O)O)C2=O)c2ccccc21 (stereo unspecified) | 1 | -1% | -10 | 0.0 | 0.2 | -25% | -1% | 0 | -10%
COc1ccc(NC(=O)C(C)n2c(C)c3cnn(-c4ccccc4)c(=O)c3c2C)cc1Cl (stereo unspecified) | 8 | -15% | 4 | 3.3 | -0.3 | 3% | 12% | . | -1%
Cc1cc(OC(=O)c2ccc(S(=O)(=O)N(C)C)cc2)cc(=O)o1 | 2 | -13% | -4 | -0.7 | -0.2 | -16% | 0% | 6 | 5%[57.1 µM]
CCOC(=O)CCC(=O)OCC(=O)NC(C)C1CC2CCC1C2 (stereo unspecified) | -2 | -21% | -13 | -1.1 | -0.3 | 8% | 3% | -1 | 5%
C=CCN1C(=O)CS/C1=N\N=C\c1cccc([N+](=O)[O-])c1 | 1 | ? | -5 | 0.7 | 0.3 | 8%[57.1 µM] | 8% | -16 | 12%
CC1CN(C(=O)CN2C(=O)c3ccccc3C2=O)CC(C)O1 (stereo unspecified) | -2 | -3% | 8 | 0.3 | -0.1 | 27%[57.1 µM] | 4% | 7 | -10%
Cc1nc2sccn2c(=O)c1Br | 7 | -14% | 3 | -0.1 | -0.1 | -16% | 3% | -2 | -12%

Rows are unselected; 3.9% or so of the library scored in one or more.
